GRK2 aptamer HTS: blocks RNA aptamer binding to human GRK2. inhibition of aptamer binding, % at 10 µM. P25098. bead flow cytometry, FAM-aptamer displacement from GRK2. AID 488847. actives 0.59% (n = 330,000);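 active = inhibition of aptamer binding above 40%, roughly 3 SD of noise, on plates passing a quality check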;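 note: median bead fluorescence of bound FAM aptamer so fluorescent compounds give negative values; no value below 0 was filed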
PME-1 inh: blocks human protein phosphatase methylesterase 1. Q9Y570. recombinant PME-1, FP-Rh probe fluorescence polarization. inhibition, % at 5.9 µM. actives 0.53% (n = 320,000). AID 2130;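 active = inhibition above the campaign mean of all compounds plus 3 SD, cut at about 26% in these data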;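 note: competitive labeling of PME-1 active site by serine hydrolase directed probe; 0% = PME-1 with DMSO and 100% = wells lacking PME-1 enzyme; inhibitors block probe labeling so polarization falls and inhibition rises; many of its hits are not listed in these tables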
Target sequence (Q9Y570 whole entry, looked up): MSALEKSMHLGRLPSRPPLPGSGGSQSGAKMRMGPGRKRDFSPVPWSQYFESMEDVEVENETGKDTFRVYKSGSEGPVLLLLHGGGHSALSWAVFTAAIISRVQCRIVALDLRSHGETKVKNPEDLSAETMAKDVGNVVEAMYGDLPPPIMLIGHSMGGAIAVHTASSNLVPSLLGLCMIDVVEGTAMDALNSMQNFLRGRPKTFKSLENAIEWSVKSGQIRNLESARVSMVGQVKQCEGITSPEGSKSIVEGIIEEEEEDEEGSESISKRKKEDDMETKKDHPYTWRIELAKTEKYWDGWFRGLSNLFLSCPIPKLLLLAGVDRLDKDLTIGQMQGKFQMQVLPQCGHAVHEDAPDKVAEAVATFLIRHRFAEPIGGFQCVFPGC
Fam108B inh: Fam108B inhibition, counter-screen for RBBP9 inhibitors. recombinant Fam108B, FP-Rh probe fluorescence polarization. inhibition, % at 9.51 µM. actives 0.33% (n = 300,000);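 active = inhibition above the screen mean inhibition plus 3 SD, computed separately per campaign, cut at about 18% in these data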;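 note: inhibitors lower polarization as less probe binds the enzyme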
VLA-4 inh: inhibition in a human VLA-4 binding assay; P13612; VLA-4 expressing cells, ligand binding flow cytometry; inhibition, % (about 7 µM as worked out from the volumes in the protocol); actives 0.2% (n = 330,000); AID 2557; in the data active = inhibition above about 50%
Efflux pump mplx: blocks antifungal efflux pumps in multiplex yeast assay; S. cerevisiae Candida pump triplex, Nile Red efflux; actives 0.44% (n = 330,000); inhibition, % at 10 µM;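 active = plate passing quality check with inhibition over a set limit, or well fluorescence over plate mean plus 4 SD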;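 note: Nile Red retained in pooled yeast measured as flow cytometry median fluorescence; 0% = buffer negative control and 100% = Enniatin B positive control; higher means more Nile Red kept so more efflux inhibition; some compounds called inactive have numbers as strong as hits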
MEX-5 binding: C. elegans MEX-5 TCR-2 RNA binding activity. Q9XUB2. MEX-5/FITC-TCR2 RNA binding, fluorescence polarization; active compounds read low. activity score (negative = inhibition of binding), % at 10 µM. actives 0.38% (n = 300,000);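 active = inhibition past about -25% in most replicates, and total fluorescence under double the plate's negative control median, limit read from the data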;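 note: 0% = DMSO and -100% = 5 µM competing unlabeled TCR2 RNA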
Target sequence (Q9XUB2 whole entry, looked up): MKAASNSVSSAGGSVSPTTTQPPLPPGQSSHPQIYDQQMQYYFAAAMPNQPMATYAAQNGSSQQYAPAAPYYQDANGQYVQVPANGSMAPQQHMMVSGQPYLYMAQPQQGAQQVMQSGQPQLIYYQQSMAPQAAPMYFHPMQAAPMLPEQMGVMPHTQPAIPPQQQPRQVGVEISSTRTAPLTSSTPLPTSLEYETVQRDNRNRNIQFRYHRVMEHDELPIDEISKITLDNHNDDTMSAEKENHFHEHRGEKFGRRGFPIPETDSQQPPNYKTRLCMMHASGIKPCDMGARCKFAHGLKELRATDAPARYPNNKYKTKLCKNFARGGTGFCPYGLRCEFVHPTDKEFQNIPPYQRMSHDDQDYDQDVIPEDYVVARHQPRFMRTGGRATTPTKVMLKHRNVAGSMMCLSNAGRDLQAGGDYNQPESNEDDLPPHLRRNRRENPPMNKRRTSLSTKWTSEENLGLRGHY
MCL1 BIM primary: MCL1-BIM-BH3 interaction inhibition (human). GST-MCL1 / FITC-Bim-BH3 fluorescence polarization. inhibition, % at 10.9 µM. actives 0.68% (n = 320,000). AID 2057;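 active = inhibition above the mean inhibition of all tested compounds plus 3 SD, set per campaign, cut at about 40% in these data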;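 note: 0% = DMSO wells and 100% = unlabeled Bim-BH3 peptide control; higher means more loss of mP so more displacement of Bim peptide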
Bcl-xL primary: Bcl-xL (human) inhibition. Q07817. GST-Bcl-xL / FITC-Bim BH3 peptide fluorescence polarization. inhibition, % at 10.9 µM. actives 0.7% (n = 320,000). AID 2129;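 active = inhibition above the mean of all tested compounds plus 3 SD, cutoff set per campaign, cut at about 30% in these data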;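 note: 0% = DMSO wells and 100% = unlabeled Bim-BH3 peptide competitor; inhibitors lower millipolarization by displacing the labeled peptide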
Target sequence (Q07817 whole entry, looked up): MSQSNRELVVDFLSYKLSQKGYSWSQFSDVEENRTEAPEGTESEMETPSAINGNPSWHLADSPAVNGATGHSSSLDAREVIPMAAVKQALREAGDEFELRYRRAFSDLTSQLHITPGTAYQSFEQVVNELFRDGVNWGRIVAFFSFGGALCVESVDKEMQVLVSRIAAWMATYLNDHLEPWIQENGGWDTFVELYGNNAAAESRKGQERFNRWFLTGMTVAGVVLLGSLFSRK
GLD-1 TGE inh: GLD-1-TGE RNA interaction inhibition (C. elegans); actives 0.44% (n = 320,000); purified GLD-1 + fluorescein TGE RNA, fluorescence polarization; inhibition, % at 5.96 µM; AID 2280;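 active = percent inhibition above a per-plate cutoff, the plate mean of test compounds plus 3 SD, cut at about 30% in these data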;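 note: 0% = DMSO wells with GLD-1 and probe and 100% = wells lacking GLD-1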
* = called active by the depositor; / = no result given.

Values run as follows: Fam108B inh	MCL1 BIM primary	VLA-4 inh	GRK2 aptamer HTS	GLD-1 TGE inh	Efflux pump mplx	PME-1 inh	Bcl-xL primary	MEX-5 binding
> COc1ccccc1NC(=O)CSc1nc2c(oc3ccccc32)c(=O)n1C
  -0.1	-2.9	-5.0	0.0	-2.9	-0.3	-1.1	1.8	-1.2
> Cc1ccc2c3c(c(SCC(=O)Nc4nonc4C)nc2c1)CCCC3
  -2.7	3.5	4.6	0.0	3.8	0.1	10.3	5.4	-2.9
> CCCC(=O)N1CC(=O)Nc2ccc(C)cc2C1c1ccccc1 (stereo unspecified)
  3.2	-4.3	-2.3	1.0	1.9	-0.3	-2.6	4.5	-1.9
> Cc1ccc(S(=O)(=O)Nc2cccc3c2O[C@H](CN(C)Cc2ccccc2)[C@@H](C)CN([C@H](C)CO)C3=O)cc1
  /	/	-3.0	5.0	-6.1	0.2	/	/	/
> C=CCNC1=C(Cl)C(=O)N(Cc2ccccc2)C1=O
  1.9	2.5	9.2	3.0	4.1	0.5	0.0	2.4	1.4
> O=C(CCNC(=O)c1ccco1)Nc1ccccc1
  4.1	-12.6	-8.9	39.0	-0.7	-0.2	-1.4	-5.8	-0.3
> Cc1nc(NC(=O)C(C)Oc2cccc(Cl)c2)sc1C(=O)N(C)C (stereo unspecified)
  3.2	10.8	1.6	0.0	-1.1	0.0	-1.7	3.5	-0.2
> CC(C)(C)C(=O)/C=c1\[nH]c(=O)/c(=C\c2ccc(C#N)cc2)s1
  -0.3	-2.6	-6.4	0.0	-8.3	0.1	-8.7	-1.1	-6.3
> O=C(O)c1cc(S(=O)(=O)N2CCN(c3ccccn3)CC2)ccc1Cl
  -0.8	1.4	-9.3	4.0	-1.2	-0.2	-1.0	6.6	2.3
> COc1ccccc1OCCC(=O)NNC(=O)c1ccccc1F
  /	-9.7	12.6	0.0	0.9	-0.1	-6.4	-4.0	/
> CCc1cc2ccc(OC)cc2nc1SCC(=O)Nc1cc(C)on1
  -7.1	2.9	2.8	2.0	7.2	-0.2	-1.1	0.7	-0.1
> NS(=O)(=O)c1ccc(NC(=O)c2cc(-c3cc(Cl)ccc3O)n[nH]2)cc1
  /	/	1.3	3.0	/	0.0	/	/	0.6
> CCN(CC(=O)Nc1ccc(OC)cc1)C(=O)Cc1ccc(OC)c(S(=O)(=O)N2CCOCC2)c1
  /	-6.8	0.0	0.0	-2.1	0.1	2.3	-0.4	/
> CCN(C(=O)COc1ccc(C)cc1OC)c1cccc2ccccc12
  /	/	-0.9	0.0	-3.6	0.2	/	/	/
> COc1ccc(C(=O)NCC(c2ccco2)N2CCc3ccccc32)cc1OC (stereo unspecified)
  7.0	2.2	-4.8	0.0	-7.5	-0.2	-3.0	3.9	-3.0
> COCCn1c(C)cc2c(c1=O)C(c1ccccc1F)C(C#N)=C(N)O2 (stereo unspecified)
  -1.0	4.2	6.0	2.0	9.6	0.0	-4.4	7.0	-2.3
> CC(=O)Nc1cccc(OCC(O)Cn2c(C)nc3ccccc32)c1 (stereo unspecified)
  1.9	-3.1	15.0	0.0	8.6	0.1	3.5	-1.1	0.5
> CN1CCN(c2ccc(NC(=O)COc3cccc4ccccc34)cc2)CC1
  2.8	8.7	14.9	0.0	1.9	-0.1	4.9	3.7	0.4
> Cc1noc(-c2ccccc2)c1NC(=O)Nc1ccc(Cl)cc1
  -1.9	-3.8	13.4	1.0	2.6	0.1	-6.7	1.0	-3.5
> S=c1[nH]nc(C2CCCCC2)n1/N=C/c1ccco1
  -2.9	-30.4	-3.4	0.0	4.5	0.0	2.5	-16.7	1.2
> Cc1ccc2c(Cl)cc(Cl)c(OCC(=O)N3CCCC3)c2n1
  -2.9	5.1	5.4	3.0	7.7	0.1	0.2	2.8	-2.0
> O=C(CCn1cnc2ccccc21)N/N=C/C=C/c1ccccc1
  5.4	5.2	22.8	0.0	-0.3	0.0	0.0	2.9	4.1
> COC(=O)c1ccc(NC(=O)Cn2nnc3ccccc32)cc1
  -3.7	-0.6	3.6	3.0	3.3	0.1	-1.7	0.0	-2.7
> Oc1ccc(N=Nc2ccccc2)o1
  0.6	2.6	17.8	1.0	0.8	-0.2	1.0	5.3	-0.9
> Cc1cc(C(=O)Nc2ccc(Cl)c(S(=O)(=O)N3CCOCC3)c2)c2ccccc2n1
  /	-0.8	0.0	1.0	-3.1	0.6	-1.2	-0.5	/
> CC1CC(NC(=O)N(C)C)N(C)C(=O)N1 (stereo unspecified)
  3.2	0.0	-0.7	1.0	7.1	0.0	0.0	1.0	-1.6
> CCOCCn1c(=NC(=O)CSCC(=O)N2CCOCC2)sc2cc(OC)ccc21
  7.9	-1.8	-24.8	0.0	1.1	0.0	6.8	2.7	2.9
> CC1CN(c2sc(S(C)(=O)=O)nc2S(=O)(=O)c2ccc(Cl)cc2)CC(C)O1 (stereo unspecified)
  4.3	-0.1	12.1	5.0	-2.8	0.2	-2.0	1.2	-1.5
> Cc1ccccc1N1CC(=O)N(c2ccccc2C)CC1=O
  1.9	-4.2	-16.3	1.0	2.9	0.0	-3.6	7.6	0.6
> COc1ccc(OC)c(CNC(=O)CCCc2cn(C)c3ccccc23)c1
  -1.9	1.5	19.0	0.0	-0.6	0.0	1.4	-3.1	-1.8
> Cc1ccc(S(=O)(=O)N(C)c2ccc(OCC(=O)N3CCCCC3)cc2)cc1
  0.8	-3.0	-1.1	0.0	-3.7	-0.1	9.2	-1.5	-0.5
> c1ccc(-c2noc(-c3ccc4ccccc4c3)n2)nc1
  -4.0	0.1	22.8	0.0	1.9	0.1	-2.2	2.9	0.3
> COc1ccc(C(=O)/C=C/Nc2ccc(S(=O)(=O)Nc3onc(C)c3C)cc2)cc1
  -1.2	3.0	6.9	0.0	-1.0	0.3	-8.1	9.3	-6.0
> COc1ccc(Cl)cc1C(=O)NNC(=O)c1cccs1
  /	/	18.5	0.0	-3.7	0.2	/	/	/
> CC(C)CN1C(=O)C(=Nc2cccnc2)c2ccccc21
  -2.4	2.4	-4.0	0.0	2.0	0.0	0.7	8.8	-0.6
> C=CCN1C(=O)CN=C1Nc1cc(C)cc(C)c1
  1.9	9.5	-2.4	0.0	-3.9	0.0	-5.2	8.8	0.2
> CC12CC3(C)CC(C)(C1)CC(C(N)=O)(C2)C3
  2.9	0.2	4.3	18.0	6.0	0.0	3.8	5.2	0.0
> COc1cccc(-c2csc3nnc(SCC(=O)c4ccc(NC(C)=O)cc4)n23)c1
  -14.6	-54.9	6.6	0.0	1.8	0.1	-26.6	-34.4	-1.0
> Cc1ccc(C(=O)N2CCN(c3ccc([N+](=O)[O-])cc3-n3cccc3)CC2)cc1
  1.0	7.7	-9.3	0.0	1.1	0.4	6.3	-3.2	-1.6
> O=C(c1ccc(F)cc1)c1ccc(N2CCCCC2)cc1
  -6.9	10.2	-12.8	3.0	1.8	0.2	-3.5	3.4	0.0
> CCOC(=O)Nc1nc(-c2ccc(F)cc2F)cs1
  7.4	1.4	-3.8	8.0	-2.5	-0.2	1.2	3.1	-2.0
> COc1ccc(/C=C2\SC(=S)N(CCCC(=O)NC3CCCC3)C2=O)cc1OC
  -4.5	-0.8	-12.6	1.0	-4.8	2.6	-9.3	0.5	-48.2*
> O=C(CCc1nc(-c2ccccn2)no1)NCc1ccc2c(c1)OCO2
  1.6	-0.7	0.6	0.0	-3.8	0.0	-0.8	3.7	-0.2
> COc1ccc(OCC(=O)N2CCN(C(=O)COc3ccc(Br)cc3)CC2)cc1
  0.0	-1.1	12.7	1.0	1.3	0.0	2.4	1.3	-1.0
> c1csc(Cn2c(-c3cccs3)nc3ccccc32)c1
  -2.4	1.0	0.7	0.0	15.5	0.1	-2.0	4.2	0.3
> COc1cc([C@H]2OC[C@H]3[C@@H]2CO[C@@H]3c2ccc(O[C@H]3O[C@H](CO)[C@@H](O)[C@H](O)[C@H]3O)c(OC)c2)ccc1O[C@@H]1O[C@H](CO)[C@@H](O)[C@H](O)[C@H]1O
  /	/	20.1	3.0	0.0	0.3	/	/	/
> O=C(COC(=O)c1ccco1)NCC1CCCO1 (stereo unspecified)
  -1.1	7.2	-4.5	2.0	-1.7	0.1	-1.6	1.2	-0.3
> Cc1cccc(CCNC(=O)C2CCCN(c3ncnc4c3nc3n4CCCCC3)C2)c1 (stereo unspecified)
  4.1	-5.0	1.2	0.0	6.8	0.1	-5.1	2.7	3.0
> Cc1onc(-c2ccccc2)c1C(=O)NC(C)C1CCCO1 (stereo unspecified)
  0.8	3.0	-0.8	2.0	0.6	-0.1	2.2	-0.4	0.3
> CC(C)OP(=O)(OC(C)C)C(Nc1ccccc1)c1ccccc1C(F)(F)F (stereo unspecified)
  -0.2	5.6	9.8	1.0	4.6	-0.6	1.6	3.9	0.6
> O=C(CSc1nnnn1C1CCCC1)Nc1ccccc1F
  0.8	1.6	3.0	3.0	1.7	0.0	-2.9	2.6	-0.5
> Cc1ccc(N(C)C(=O)n2cnc3ccccc32)cc1
  -2.1	1.4	0.9	0.0	-4.7	0.0	3.1	3.1	1.7
> COc1ccc(OC)c(NC(=S)N(CCc2c(C)[nH]c3ccccc23)Cc2cccs2)c1
  1.1	0.0	-7.1	0.0	2.4	0.0	1.4	-2.1	0.4
> COc1ccccc1-c1sc2cc3c(cc2c1C#Cc1cncn1C)OCO3
  /	/	-1.5	0.0	6.4	0.2	/	/	/
> CCCCOC(=O)C(C#N)c1nc2ccccc2nc1N1CCN(Cc2ccc3c(c2)OCO3)CC1 (stereo unspecified)
  3.0	7.3	-6.5	2.0	4.1	0.2	0.8	3.9	-2.7
> O=C(CCn1nnc2ccccc21)N1CCN(c2ccccc2)CC1
  -1.4	3.4	-5.0	5.0	-2.8	0.1	-7.1	-1.2	-1.2
> Cc1ccn2cc(CNS(=O)(=O)c3ccc4ccccc4c3)nc2c1
  1.5	7.7	-11.5	3.0	-4.2	0.0	10.2	10.2	-0.9
> COc1ccccc1NC(=O)Nc1ccc(N2CCOCC2)cc1
  3.7	0.5	3.0	0.0	1.7	0.0	-1.3	7.2	0.2
> Nc1cc(Nc2ccc(Br)cc2)nc(N)n1
  3.4	50.3*	2.4	3.0	17.6	-0.2	9.0	53.2*	-5.6
> CN1CCN(C(=O)c2ccccc2NC(=O)c2ccccc2Br)CC1
  -1.1	-7.7	7.7	3.0	-0.3	0.1	2.4	3.3	-1.1

(cont.)
Values run as follows: Fam108B inh	MCL1 BIM primary	VLA-4 inh	GRK2 aptamer HTS	GLD-1 TGE inh	Efflux pump mplx	PME-1 inh	Bcl-xL primary	MEX-5 binding
> O=C(CCc1nnc(CCCc2ccccc2)o1)NCCc1ccccc1
  0.0	16.0	4.3	0.0	2.4	0.2	0.2	6.2	0.7
> COc1ccc(C(=O)Nc2ccc3c(c2)nc(CN2CCCC2)n3C)cc1
  -1.6	4.9	-12.2	0.0	1.8	-0.1	1.2	1.8	0.3
> CCOC(=O)C1=C(C)N(c2ccccc2)C(=O)/C1=C\c1ccco1
  2.7	5.4	3.5	13.0	-1.5	0.1	3.6	6.1	-0.6
> S=C(NC1CCCC1)N1CCN(c2ccc(Cl)cc2)CC1
  2.0	9.0	-21.4	0.0	2.8	-0.3	-1.4	5.5	0.7
> C=CCC(CC=C)(NC(=O)c1ccccc1)c1ccccc1
  2.1	4.7	9.9	0.0	9.4	-0.1	-0.4	1.2	-0.6
> CNc1nccc(-c2ccc(Cl)cc2)c1C#N
  0.3	-0.5	8.5	0.0	5.6	0.0	0.8	4.2	-1.6

Bioassay records from PubChem BioAssay.

The list is partial; the hit share may differ from the screen's.
